Screening results (PubChem BioAssay)
PTAP TSG101 blk: blocks PTAP/TSG101 interaction to inhibit HIV-1 budding; Q99816; Fluorescence polarization, FITC-PTAP peptide / Tsg101 binding; 340,000 tested, under 10 active; Potency, µM (top dose mostly 115 µM), inactives show at the top dose activity change, negative = inhibition, hits mostly inhibitors; active = well fitted inhibition curve with a large enough effect in the main read-out, with a control signal flat, not every such curve was filed as active; inconclusive = small, poorly fitted or top-dose-only effect, or effect the other way, or a change in a side signal; inactive = no such curve, though single readings can be large or run the other way; note: potency is the fitted concentration of half-maximal effect; % of control where 0% means no effect
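Fluorescence anisotropy tracks displacement of a FITC-tagged PTAP peptide (50 nM) from the Tsg101 binding domain (10 uM), following a 20 min room-temperature incubation at pH 7.5.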
USP2a inh: blocks human ubiquitin-specific protease USP2a; USP2 core, Ub-CHOP2 coupled fluorogenic reporter, 485/531; Potency, µM (top dose mostly 38.3 µM), for the others: top-dose activity change, negative = inhibition, hits mostly inhibitors; 330,000 tested, 0.01% active; AID 463254;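 note: potency is the fitted concentration of half-maximal effect; plate controls were DMSO wells for no effect and full inhibition by NEM control for full effect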
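USP2 core (10nM final) preincubated 30min RT with compound in 20mM Tris-HCl pH 8.0, 2mM CaCl2, 2mM beta-mercaptoethanol, 0.05% CHAPS; 25nM Ub-CHOP2 plus 25nM reporter substrate added, fluorescence (Ex485/Em531) read after 60min.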
Integrin act MD: integrin-mediated muscular dystrophy alleviation activation; Potency, µM (highest dose often 38.3 µM), without a hit: at the top dose activation, actives largely listed as activators; alpha7betagal myoblasts, beta-gal FDG fluorescence, 48 h; AID 624291; 350,000 tested, 0.064% active;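 note: potency is the fitted concentration of half-maximal effect; 100% = response of the positive control SU9516; nearly all actives have a fitted effect of over 60% in size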
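alpha7betagal+/- myoblasts (passage 13, 250/well) treated 48 h at 37C with compounds at 1:260 dilution of DMSO stock. Lysed, then beta-galactosidase activity read as FDG fluorescence (ex 480/em 540) after 30 min, with pre-read for autofluorescence.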
Eya2 inh: inhibitors of human Eya2 phosphatase activity; 330,000 tested, 0.006% active; AID 488837; recombinant Eya2, OMFP fluorescence dephosphorylation (OMFP is methylfluorescein phosphate); Potency, µM (top dose mostly 76.9 µM), without a hit: top-dose activity, negative = inhibition, usual class: inhibitors; O00167; note: potency is the fitted concentration of half-maximal effect; % is set by controls: 0 for no effect and ±100 for the full control effect
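Eya2 (0.2 uM) preincubated 10 min at ambient with compound, then OMFP substrate added at 50 uM; 10 min reaction in 50 mM HEPES pH 7.5, 50 mM NaCl, 5 uM MgCl2, 0.05% BSA, 1 mM DTT. Fluorescence read at Ex 485/Em 525 nm.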
B2AR arrestin: recruits beta-arrestin to the human beta2-adrenergic receptor; Potency, µM (doses to about 46.1 µM), inactives show top-dose activation, usual class: activators; beta-arrestin recruitment to beta2AR, cell-based reporter; P07550; 330,000 tested, 0.02% active;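 note: potency is the fitted concentration of half-maximal effect; 0% = DMSO controls and full agonism = EC100 isoproterenol or metaproterenol; nearly all actives have a fitted effect of over 65% in size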
ASM inhibitor: inhibitors of human secretory acid sphingomyelinase; P17405; 340,000 tested, 0.006% active; placental ASM, HMU-PC fluorogenic substrate, 60 min; Potency, µM (top dose mostly 57.5 µM), without a hit: at the highest dose activity change, negative = inhibition, most hits filed as inhibitors; note: potency is the fitted concentration of half-maximal effect
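Fluorogenic HMU-PC substrate (9 uM final) is turned over by placental ASM in 60 min at 37 C after a 10 min compound preincubation. Reaction ended by alkaline stop (pH 10), with fluorescence read at 386/447 nm.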
BRCA1 expr act: increases BRCA1 expression; MCF7-BRCA1-FFLuc reporter, luminescence, 48 h; response scale: scaled: vehicle 0%, 10 µM genistein 100%; Potency, µM (highest dose often 46.1 µM), inactives show at the top dose activation, hits mostly activators; 380,000 tested, 1.1% active; note: potency is the fitted concentration of half-maximal effect; nearly all actives have a fitted effect of over 80% in size; some results filed as inactive show a strong effect at the top dose
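Quantitative HTS in MCF7 cells stably reporting BRCA1 expression via firefly luciferase. Compound treatment lasts 48 h at 37 °C in phenol-red free MEM. Activation is expressed relative to genistein at 10 microM and DMSO.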
TRPV1 agonist: agonists of human vanilloid receptor 1 (TRPV1) | TRPV1-expressing cells, Fluo-8 calcium influx, agonist mode | activation, % at 8.33 µM | 320,000 tested, 0.19% active; in the data active = activation above about 80%; inconclusive = between about 30% and that limit; note: 0% is about no effect
Target sequence (Q8NER1 whole entry, looked up): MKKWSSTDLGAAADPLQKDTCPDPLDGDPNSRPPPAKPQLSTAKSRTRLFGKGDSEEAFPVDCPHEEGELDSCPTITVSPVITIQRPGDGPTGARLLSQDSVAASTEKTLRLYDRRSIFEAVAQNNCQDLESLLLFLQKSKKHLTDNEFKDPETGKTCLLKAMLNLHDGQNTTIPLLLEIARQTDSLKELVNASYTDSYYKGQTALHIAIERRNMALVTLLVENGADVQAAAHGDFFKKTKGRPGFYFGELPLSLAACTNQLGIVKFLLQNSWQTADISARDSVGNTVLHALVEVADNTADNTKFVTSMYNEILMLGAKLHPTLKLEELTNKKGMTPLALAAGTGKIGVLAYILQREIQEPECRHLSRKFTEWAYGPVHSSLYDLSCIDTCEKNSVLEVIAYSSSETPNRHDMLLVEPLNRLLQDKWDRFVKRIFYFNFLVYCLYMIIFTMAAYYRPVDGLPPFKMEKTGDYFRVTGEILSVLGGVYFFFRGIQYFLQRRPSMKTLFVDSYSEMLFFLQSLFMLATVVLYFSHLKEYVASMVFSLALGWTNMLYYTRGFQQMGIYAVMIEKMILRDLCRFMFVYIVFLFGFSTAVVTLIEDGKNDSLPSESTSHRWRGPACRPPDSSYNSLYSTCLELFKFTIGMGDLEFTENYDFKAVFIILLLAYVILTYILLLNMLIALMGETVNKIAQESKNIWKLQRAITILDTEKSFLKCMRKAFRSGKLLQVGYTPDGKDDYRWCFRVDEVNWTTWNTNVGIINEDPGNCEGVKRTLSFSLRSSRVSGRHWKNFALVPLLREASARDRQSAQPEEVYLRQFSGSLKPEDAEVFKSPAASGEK
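Fluo-8 calcium influx in TRPV1-expressing cells, kinetic read (ex 480/em 520 nm). Compound added and read 3 min for agonist activity, followed by capsaicin at EC20 final and 2 min further read for enhancement.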
ELG1 genotoxic: genotoxicity induction in ELG1-luciferase HEK293T cells | HEK293T ELG1-luciferase reporter, luminescence, 16 h | Potency, µM (titrated, usually from 46 µM), for the others: at the top dose activity change, positive = activation, most hits filed as activators | 330,000 tested, 1.3% active | AID 504466; note: potency is the fitted concentration of half-maximal effect; % of control where 0% means no effect; nearly all actives have a fitted effect of over 60% in size
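Cells (2,000/well) expressing the ELG1-luciferase fusion are dosed by pin tool and kept 16 hr at 37 °C, 5% CO2. Signal comes from ONE-Glo luciferase reagent after 30 min at room temperature.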
uPA generation: cell surface uPA generation inhibition; cell surface uPA generation assay, qHTS; Potency, µM (titrated, usually from 38.3 µM), for the others: top-dose activity change, negative = inhibition, most hits filed as inhibitors; 330,000 tested, 0.31% active; AID 540303; active = well fitted inhibition curve with a large enough effect; inconclusive = small, poorly fitted or top-dose-only effect; inactive = no such curve, though single readings can be large or run the other way; tested in mouse RAW 264.7 cells; note: potency is the fitted concentration of half-maximal effect; % is set by controls: 0 for no effect and ±100 for the full control effect; nearly all actives have a fitted effect of over 55% in size
p53 reactivator: re-activators of mutant p53; Potency, µM (top dose mostly 92.2 µM), inactives show top-dose activity change, positive = activation, usual class: activators; 320,000 tested, 0.063% active; H1299 p53-A138V BP100-luciferase reporter, luminescence, 24 h; note: potency is the fitted concentration of half-maximal effect; % of control where 0% means no effect; nearly all actives have a fitted effect of over 45% in size
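H1299 (p53-null), stable ts p53-A138V + BP100-Luc; 1000 cells/well, Opti-MEM/10% FBS; cpd 4 pt, 1:5; 24 h, 37 deg C, 5% CO2; detection reagent 10 min RT; luminescence.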
* = called active by the depositor; u = inconclusive; x = no result given; [ ] = dose if it differs, or a comment. Unless noted, calls come from the whole dose curve; as a rule, active = well fitted curve in the direction sought with a large enough effect; inconclusive = small, poorly fitted or top-dose-only effect, or another doubt; inactive = no such curve, though single readings can be large; an effect the other way counts as inactive or inconclusive.

SMILES | PTAP TSG101 blk | USP2a inh | Integrin act MD | Eya2 inh | B2AR arrestin | ASM inhibitor | BRCA1 expr act | TRPV1 agonist | ELG1 genotoxic | uPA generation | p53 reactivator
CN(C)/C=C/C(=O)c1ccc(Cl)cc1Cl | -1% | 0% | -5% | 20% | -0.3% | 0% | -19% | -1 | 0% | 7% | 15%
CCOC(=O)N1CCN(S(=O)(=O)c2ccc(C(=O)Nc3ccc4c(c3)C(=O)NC4=O)cc2)CC1 | 0% | 0% | 0% | 6% | -0.1% | 228% | 0% | 3 | 8% | -1% | -3%
Cc1n[nH]c(=S)n1/N=C/c1ccc(OCc2ccc(Cl)cc2)cc1 | -6% | -1% | 0% | 15% | 3.1% | 0% | 5µM* | -1 | 2% | 0% | 14%
CCOC(=O)C1=C(C)Nc2ccccc2N=C1NC(=O)C(CC)c1ccccc1 (stereo not drawn) | -1% | 0% | 35% | -3% | -0.3% | -3% | -25% | 4 | 0% | 3% | -6%
CCOc1ccc(S(=O)(=O)NC(C)C)cc1C(N)=O | -1% | 8% | -3% | 7% | -0.3% | 2% | 12% | -4 | -6% | -2% | 8%
CCCN1Cc2cccc(C(=O)NCCc3cccc(C)c3)c2C1=O | -1% | 0% | 4% | -4% | -1.2% | -4% | -5% | -2 | -6% | -7% | -6%
Cc1noc(C)c1NC(=O)N(C)C[C@@H]1Oc2c(NC(=O)NC(C)C)cccc2C(=O)N([C@@H](C)CO)C[C@@H]1C | -2% | -2% | -3% | -26% | -1.2% | 0% | 13% | x | 0% | 16% | 7%
COc1ccc(C)cc1NC(=O)CCN1CCCC1 | -12% | 4% | 26% | -21% | -0.2% | 11% | 0% | 2 | -2% | -1% | 4%
CC(C)C(C(=O)NCC1CCCO1)N(Cc1cccs1)C(=O)CNS(=O)(=O)c1ccccc1 (stereo not drawn) | -1% | 0% | -8% | 18% | -0.2% | -5% | 0% | -2 | -3% | 0% | -1%
O=C(Cn1nnc(-c2ccccc2F)n1)N1CCCCC1 | -4% | 2% | -3% | -7% | -1.1% | 0% | 8.9µM* | -3 | u | u | 15%
CCC1=NN(C(=O)COc2ccccc2)C(O)(c2ccncc2)C1 (stereo not drawn) | -3% | 2% | 15% | 4% | 0.3% | -1% | -22% | -5 | -1% | -2% | -2%
CN(CC(=O)Nc1cccc(F)c1)C(=O)CCNC(=O)c1ccc(Br)cc1 | -1% | 0% | -7% | -1% | -0.1% | -1% | 49% | 1 | 14% | 0% | u
COc1ccc(S(=O)(=O)N2CCCN(CC(=O)Nc3ccc4c(c3)OCO4)CC2)cc1 | -11% | 2% | -11% | u | 1.6% | 3% | -20% | x | 0% | 0% | 1%
COc1ccc(S(=O)(=O)N(C)C[C@H]2Oc3ccc(NS(=O)(=O)c4cn(C)cn4)cc3C(=O)N([C@H](C)CO)C[C@@H]2C)cc1 | -1% | -2% | 33% | -6% | 8.5% | -6% | 1% | x | 0% | 18% | -2%
O=C(COc1ccccc1)Nn1cnc2ccccc21 | -2% | -1% | -25% | 4% | 0.1% | -4% | 10% | -1 | 7% | 0% | 8%
CCC(C)Oc1nc(C)cc(C)c1S(=O)(=O)c1ccccc1C (stereo not drawn) | -3% | -2% | -19% | 4% | -1.0% | -1% | -29% | -1 | -5% | 2% | 5%
CCCc1n[nH]c(=O)c2c1nnn2Cc1ccccc1 | -2% | -2% | 9% | -2% | 0.2% | 1% | -4% | 0 | -2% | 5% | -2%
Cc1nc2cc(-c3ccc(Cl)cc3)nn2c(C)c1CCC(=O)NCc1ccco1 | -6% | -1% | 23% | 18% | 0.1% | 14% | -37% | 4 | 5% | -1% | -2%
COc1cccc(NC(=O)CN(C)C(=O)c2cc3c(s2)CCCCC3)c1 | -2% | -1% | u | -11% | -0.2% | -1% | -6% | 21 | 1% | 12% | 4%
Cc1cc(C)c(C)c(S(=O)(=O)Nc2ccccc2C(=O)NCCCn2ccnc2)c1C | -3% | 1% | -35% | 4% | -0.1% | -1% | -43% | 2 | 4% | -1% | 6%
Cc1ncsc1CCC(=O)N1CCCC(C(=O)c2ccc3c(c2)OCO3)C1 (stereo not drawn) | -1% | 0% | 0% | -12% | 0.3% | 3% | 0% | 0 | 0% | 1% | 8%
CCOC(=O)C1=CN(Cc2cccc(F)c2)S(=O)(=O)N(C)C1c1ccc(C(F)(F)F)cc1 (stereo not drawn) | -3% | -1% | 5% | 3% | -0.2% | 0% | -26% | x | -3% | -16% | -8%
COc1cccc(C(=O)Nc2cccc3cccnc23)c1OC | -2% | 0% | 4% | -5% | 3.4% | -1% | 0% | 2 | 9% | 6% | 15%
O=C(NCC1CCCO1)C(=O)N/N=C/c1c(F)cccc1Cl (stereo not drawn) | -5% | 3% | 1% | -3% | 3.6% | -2% | -24% | 2 | -2% | 3% | -3%
Cc1ccc(S(=O)(=O)N2CCCCC2)cc1NC(=O)COC(=O)c1cccn1C | -5% | 2% | 12% | 0% | -0.2% | 1% | -32% | x | -5% | -13% | -9%
(listing goes on)
SMILES | PTAP TSG101 blk | USP2a inh | Integrin act MD | Eya2 inh | B2AR arrestin | ASM inhibitor | BRCA1 expr act | TRPV1 agonist | ELG1 genotoxic | uPA generation | p53 reactivator
COc1ccccc1NC(=O)c1cc2ccccc2o1 | -5% | 3% | -14% | -1% | -0.5% | 0% | 53% | 14 | u | -7% | u
CCN(c1ccccc1)S(=O)(=O)c1ccc(OC)c(NC(=O)c2ccc(=O)[nH]c2)c1 | 0% | 1% | 21% | 5% | 0.0% | -5% | -28% | x | -3% | -4% | -4%
O=C(COC(=O)c1ccc(F)cc1F)Nc1ccc2[nH]c(=O)[nH]c2c1 | 2% | 1% | 5% | 2% | -0.1% | -1% | -4% | -1 | 6% | 3% | -4%
COc1ccc2[nH]c3c(c2c1)CC(C)NC3=O (stereo not drawn) | -5% | 2% | u | -2% | -0.2% | 8% | 34% | 18 | -11% | u | -54%[inhibitor]
CN(CC(=O)Nc1ccc(Cl)cc1)C(=O)c1cccc(S(=O)(=O)N(C)C)c1 | 0% | 0% | -10% | -14% | -0.1% | 4% | 0% | -3 | 0% | 3% | -6%
CCCn1c2c(c(O)c(C(=O)NCc3ccccc3)c1=O)CCCC2 | -3% | 0% | 3% | -2% | 0.2% | -9% | -10% | 5 | -2% | 3% | -5%
CC(C)CN(CC(C)C)C(=O)CN1c2cccc3cccc(c23)S1(=O)=O | -4% | 2% | -19% | -24% | -0.2% | 44%[activator] | 2% | u | -2% | 3% | -2%
Cc1nn(Cc2c(F)c(F)c(F)c(F)c2F)c(C)c1NC(=O)c1c(-c2ccccc2)nn(-c2ccccc2)c1C | 1% | 1% | 2% | -13% | 0.1% | 1% | -10% | -2 | -9% | 12% | -1%
Cc1ccc(S(=O)(=O)N(CC(O)CN2CCCC2)c2ccccc2)cc1 (stereo not drawn) | -9% | 8% | -19% | 4%[15.4 µM] | 0.2% | 2% | 8% | 1 | -1% | 7% | -9%
CCN(CC)CCCNC(=O)c1ccc2c(SCC(=O)O)c3c(nc2c1)CCC3 | x | 2% | x | 9% | -1.8% | x | x | 1 | 0% | x | 7%
Cc1cn([C@H]2C[C@H](O)[C@@H](CCC(=O)NCCCn3ccnc3)O2)c(=O)[nH]c1=O | -3% | -1% | 9% | -1% | -1.2% | 4% | 7% | x | 5% | 10% | -5%
Cc1cc2nc(-c3ccc(SCc4ccccc4C#N)nc3)[nH]c2cc1C | -2% | 3% | -12% | -19% | 0.1% | -12% | 63% | 19 | u | -6% | u
Cn1c(=NC(=O)c2ccccc2[N+](=O)[O-])sc2cc(S(C)(=O)=O)ccc21 | -1% | 3% | 14% | -3% | -0.1% | 2% | u | 1 | 8.2µM* | -3% | u
CCN1CCN(c2nc3c(C)cccn3c(=O)c2/C=C(\C#N)S(=O)(=O)c2ccc(C)cc2)CC1 | -3% | -1% | 5% | 6% | -0.5% | 7% | 0% | u | 0% | -5% | 6%
COCCCNC(=O)CNC(=S)N(Cc1ccccc1)Cc1cccnc1 | -4% | 1% | -8% | 3% | 0.1% | 1% | 2% | -2 | 0% | -2% | -1%
O=C(CCSCc1ccc(Cl)cc1)NCCc1ccccc1 | -9% | u | 0% | 0% | -0.2% | 2% | -3% | u | 1% | 2% | -5%
